# SR-BI DiI-HDL act: activators of SR-BI mediated DiI-HDL uptake, primary screen, ldlA[mSR-BI] CHO cells, DiI fluorescence; 3 h; 100 = double the neutral-control signal; activation, % at 12.5 µM; hit rate 0.096% among 320,000; AID 504775, 2011;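 active means mean replicate activation of at least 60% and every replicate at or above 60%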;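 further: 0% = median plate neutral-control signal and 100% = twice that signal; values of inactives mirror those of a sister screen read the other way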
#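 Test system: SR-BI-overexpressing, LDLR-lacking CHO cells; Medium: Ham's F12 with 0.5% BSA, HEPES 25 mM, pH 7.4; Schedule: 3 h, 37 °C; Technique: bottom-read fluorescence, 550/595 nm.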
# Rtt109 HAT inh: inhibitors of C. albicans Rtt109/Vps75 HAT, primary screen, biochemical, ThioGlo CoA-SH fluorescence, plate reader | purified Rtt109/Vps75, 4 h | inhibition, % at 34.9 µM | hit rate 0.16% among 330,000 | AID 540336, 2011;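 active means inhibition of at least 50% in every replicate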
# Wnt act: Wnt/beta-catenin pathway activators, primary screen, cell-based, plate reader, single point; Wnt/beta-catenin reporter cell assay, activator; activation, % at 9.35 µM; hit rate 1.2% among 300,000; AID 743398, 2014; in the data active means activation above about 30%, passing the limit was not always enough;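 further: 0% = neutral control wells and 100% = positive control wells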
# MITF TRPM1 HTS: activators of MITF-driven TRPM1 promoter reporter, primary screen, cell-based, SK-MEL-5, luciferase, single point; SK-MEL-5 TRPM1-promoter luciferase, 24 h; % of positive control, neutral wells = 0; activation, % at 12.5 µM; hit rate 0.75% among 300,000; AID 588334, 2011;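 active means mean activation of at least 80% with every replicate also reaching 80%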;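 further: 0% = neutral control wells and 100% = parthenolide positive control wells; values of inactives mirror those of a sister screen read the other way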
# PvdQ acylase: P. aeruginosa PvdQ acylase inhibitors, primary screen, biochemical, fluorescence, plate reader and imaging, single point; inhibition, % at 10 µM; purified PvdQ acylase; AID 488965, 2010; PvdQ acylase [Pseudomonas aeruginosa LESB58]; hit rate 0.063% among 340,000; in the data active means inhibition above about 30%, passing the limit was not always enough;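 further: 0% = vehicle neutral wells and 100% = reference inhibitor wells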
# CDK5 p35 inh: inhibitors of human CDK5/p35 kinase, primary screen, biochemical, single concentration; Cyclin-dependent kinase 5 (Homo sapiens) + Cyclin-dependent kinase 5 activator 1 (Homo …; Recombinant CDK5/p35, ADP-Glo luminescence, 60 min; inhibition, % at 10 µM; hit rate 0.01% among 330,000; AID 488839, 2010;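 active means highest replicate inhibition of at least 50% and at least 75% of replicates reaching 50%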;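 further: plate controls were DMSO neutral control for no effect and GW8510 at 10 µM for full effect; many of its hits are not listed in these tables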
# Target sequence (Q00535 whole entry, looked up): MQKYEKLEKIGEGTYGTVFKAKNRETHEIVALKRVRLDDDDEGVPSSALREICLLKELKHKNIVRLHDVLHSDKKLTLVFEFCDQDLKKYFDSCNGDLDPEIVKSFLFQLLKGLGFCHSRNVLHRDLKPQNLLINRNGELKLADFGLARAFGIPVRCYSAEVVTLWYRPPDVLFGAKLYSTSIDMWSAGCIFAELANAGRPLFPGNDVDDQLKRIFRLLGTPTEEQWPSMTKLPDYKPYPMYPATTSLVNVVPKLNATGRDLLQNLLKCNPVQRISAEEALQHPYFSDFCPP
# Target sequence (Q15078 whole entry, looked up): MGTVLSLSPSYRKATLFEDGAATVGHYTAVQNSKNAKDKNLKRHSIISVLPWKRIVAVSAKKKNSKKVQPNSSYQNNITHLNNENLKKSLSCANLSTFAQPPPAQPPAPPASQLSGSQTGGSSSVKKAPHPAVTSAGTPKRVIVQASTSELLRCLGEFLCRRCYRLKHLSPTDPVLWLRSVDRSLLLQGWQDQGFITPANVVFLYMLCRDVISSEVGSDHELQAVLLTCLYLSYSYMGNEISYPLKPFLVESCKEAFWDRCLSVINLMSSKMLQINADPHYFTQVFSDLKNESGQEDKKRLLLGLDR
# cardiac RTF act: cardiac RTF calcium sensitivity activators, primary screen, biochemical, IANBD-TnC fluorescence, EC20 calcium; AID 493008, 2010; activation, % at 7.2 µM; IANBD-labeled TnC RTF fluorescence at EC20 calcium; 0% EC20 calcium, 100% full calcium; hit rate 0.24% among 340,000; Troponin I, cardiac muscle (Homo sapiens) + Troponin T, cardiac muscle (Homo sapiens) + …;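 active means activation above the mean over all tested compounds plus 3 SD, cut at about 30% in these data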;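 further: rise in fluorescence read as greater calcium sensitivity of cardiac thin filaments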
# HTR5A ag: HTR5A agonists in luminescence cell assay, primary screen, counter-screen for OPRM1-OPRD1 heterodimer agonist project, full-deck HTS; cell-based; activation, % at 9.3 µM; hit rate 0.61% among 340,000; in the data active means activation mostly above about 9.5%, no sharp cut-off; inactive means mostly below about 7.6%;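 further: 0% = cells with vehicle only and 100% = reference agonist; strong numbers were not always called active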
# Target sequence (P47898 whole entry, looked up): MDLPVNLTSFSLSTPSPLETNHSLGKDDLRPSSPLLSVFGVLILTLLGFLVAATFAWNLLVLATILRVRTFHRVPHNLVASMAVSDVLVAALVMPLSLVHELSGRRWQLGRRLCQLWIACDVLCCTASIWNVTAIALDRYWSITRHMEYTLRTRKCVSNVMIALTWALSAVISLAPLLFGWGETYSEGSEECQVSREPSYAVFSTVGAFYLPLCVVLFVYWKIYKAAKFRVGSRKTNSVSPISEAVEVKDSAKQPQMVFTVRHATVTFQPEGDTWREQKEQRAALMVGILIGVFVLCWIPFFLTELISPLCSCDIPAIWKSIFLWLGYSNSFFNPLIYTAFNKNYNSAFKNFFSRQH
# SR-BI HDL uptake: inhibitors of SR-BI mediated HDL lipid uptake, primary screen, ldlA[mSR-BI] cells, fluorescence, single point; inhibition, % at 12.5 µM; ldlA[mSR-BI] CHO cells, DiI-HDL uptake fluorescence, 3 h; hit rate 0.96% among 320,000; Scavenger receptor class B member 1 (Mus musculus), Q61009;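 active means mean replicate inhibition of at least 70% and a set share of replicates each scoring 70 or more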;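 further: 0% = median of neutral control wells and 100% = median of positive control wells; values of inactives mirror those of a sister screen read the other way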
# dFosB activator: activators of delta FosB homodimer, primary screen, biochemical, fluorescence polarization, TAMRA-CDK5 oligo, single point | Protein FosB (Mus musculus), P13346 | purified delta FosB; percent of positive-control signal above neutral wells | activation, % at 25 µM | hit rate 0.99% among 340,000;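 active means mean activation above about 17%, with every replicate also reaching it, limit read from the data, passing the limit was not always enough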;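 further: fluorescence polarization rise as delta FosB binds a TAMRA Cdk5 AP-1 oligo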
# * = called active by the depositor; x = not tested or not shown.
[1] Cc1ccc(C2=NC3(CCCCCC3)NC2=S)cc1
[2] CCOC(=O)C1(CC2CC2)CCN(Cc2cnc(-c3ccc(OC)cc3)nc2)CC1
[3] CCc1ccc(CNn2cnnc2SCC(=O)NC(C)(C)C)cc1
[4] Cc1ccc(N2CCN(C(=O)c3nn(C)c4c3CS(=O)(=O)c3ccccc3-4)CC2)c(C)c1
[5] CCC(=O)Nc1ccc(S(=O)(=O)Nc2cc(C)on2)cc1
[6] COCCCNC(=O)c1c[nH]c2ccc(S(=O)(=O)N3CCC4(CC3)OCCO4)cc2c1=O
[7] O=C(CN1CCN(C(=O)c2c(F)cccc2F)CC1)Nc1ccccc1F
[8] CCOc1ccccc1NC(=O)N1CCCC1C(=O)Nc1nnc(CC)s1 (stereo unspecified)

entry no.	1	2	3	4	5	6	7	8
SR-BI DiI-HDL act	-2	-22	36	-18	23	0	5	-2
Rtt109 HAT inh	6	3	-8	3	1	-11	-6	7
Wnt act	-1	-1	-1	x	x	0	x	x
MITF TRPM1 HTS	7	-3	8	-3	-6	-10	-3	-14
PvdQ acylase	-11	3	14	-6	-7	-7	-2	9
CDK5 p35 inh	-0.1	0.2	1.3	x	0.1	-1.8	0.5	-0.7
cardiac RTF act	0	5	-2	2	-1	3	0	3
HTR5A ag	4	4	-2	-1	4	2	7	-4
SR-BI HDL uptake	2	22	-36	18	-23	0	-5	2
dFosB activator	-3	-5	-3	4	-5	2	-1	-2

# The last 2 records of the part before are carried over, then new ones follow.
[7] O=C(CN1CCN(C(=O)c2c(F)cccc2F)CC1)Nc1ccccc1F
[8] CCOc1ccccc1NC(=O)N1CCCC1C(=O)Nc1nnc(CC)s1 (stereo unspecified)
[9] O=C(CSc1nn(-c2ccc(F)cc2)c(=S)s1)NC(=O)NCc1ccco1
[10] COc1cccc(C(=O)Nc2cccc(C(=O)NCC(C)C)c2)c1
[11] Cn1ncc(C#N)c1NC(=O)c1nn2cccnc2c1Cl
[12] COc1ccc(CN2CCN(c3ccccn3)CC2)cc1OCc1ccccc1
[13] COc1ccccc1OCC(=O)Nc1ccc(S(=O)(=O)NC(C)=O)cc1
[14] O=C(OCC(=O)N1CCCC1=O)c1cc(S(=O)(=O)N2CCOCC2)ccc1F
[15] CN(C)CCCN(C(=O)c1ccc(S(=O)(=O)N(C)C)cc1)c1nc2ccc(F)cc2s1
[16] Cc1ccc(S(=O)(=O)n2ccc3cccnc32)cc1

entry no.	7	8	9	10	11	12	13	14	15	16
SR-BI DiI-HDL act	5	-2	-14	-38	16	13	23	12	11	17
Rtt109 HAT inh	-6	7	13	-9	5	0	x	6	-10	5
Wnt act	x	x	x	-3	x	x	x	-2	1	-2
MITF TRPM1 HTS	-3	-14	9	3	5	-10	-9	-11	3	-3
PvdQ acylase	-2	9	4	-10	3	-7	-16	-12	-18	-6
CDK5 p35 inh	0.5	-0.7	-1.1	-1.8	0.1	1.0	-1.2	1.0	1.0	-0.5
cardiac RTF act	0	3	7	13	-3	-4	-1	-1	-5	1
HTR5A ag	7	-4	1	1	-8	2	-2	1	3	-3
SR-BI HDL uptake	-5	2	14	38	-16	-13	-23	-12	-11	-17
dFosB activator	-1	-2	-2	-3	3	2	5	1	0	-3

# The list goes on; it opens with the two that closed the last part.
[15] CN(C)CCCN(C(=O)c1ccc(S(=O)(=O)N(C)C)cc1)c1nc2ccc(F)cc2s1
[16] Cc1ccc(S(=O)(=O)n2ccc3cccnc32)cc1
[17] O=C1OCC=C1NNC(=O)c1cccnc1
[18] CC(C)(C)NC(=O)C(c1c[nH]c2ccccc12)N(C(=O)Cn1nnc(-c2ccc(Cl)cc2)n1)c1ccccc1F (stereo unspecified)
[19] O=C1CNC(=O)N1CC(=O)N1CCCc2ccccc21
[20] CCCCNC(=O)CSc1nc(O)c(Cc2ccc(OC)cc2)c(=O)[nH]1
[21] CCOc1ccc(N(CC)C(=O)CCS(=O)(=O)c2cccc3nonc23)cc1
[22] O=C(Nc1ccncc1)c1cc(S(=O)(=O)N2CCCC2)ccc1Cl
[23] COc1ccc2oc(-c3ccccc3)c(C(N)=O)c2c1
[24] CCOC(=O)c1c(C)[nH]c(C(=O)COC(=O)/C=C/c2cccc(OC)c2OC)c1C

entry no.	15	16	17	18	19	20	21	22	23	24
SR-BI DiI-HDL act	11	17	6	-3	35	15	-2	4	-8	16
Rtt109 HAT inh	-10	5	4	-1	-3	5	-7	3	-7	-1
Wnt act	1	-2	1	x	-6	6	-2	-2	12	-1
MITF TRPM1 HTS	3	-3	-1	9	1	9	5	-5	x	-2
PvdQ acylase	-18	-6	-6	-2	-1	-3	-17	11	-9	-6
CDK5 p35 inh	1.0	-0.5	-8.8	-2.2	1.4	-1.4	4.6	3.2	-1.1	-2.0
cardiac RTF act	-5	1	-4	0	-1	2	-3	-12	0	-1
HTR5A ag	3	-3	8	5	-6	-1	1	11	-2	2
SR-BI HDL uptake	-11	-17	-6	3	-35	-15	2	-4	8	-16
dFosB activator	0	-3	2	-12	0	-2	-5	5	-7	-11

[25] CCC(=O)Nc1cccc(-c2cc3ccccc3oc2=O)c1
[26] COc1cc(C(=O)NCc2nnc(SCC(=O)Nc3cc(C)cc(C)c3)o2)cc(OC)c1OC
[27] CC(=O)CCn1cc([N+](=O)[O-])nc1C
[28] CCOC(=O)[C@H]1[C@H]2COc3ccc(C)cc3[C@@H]2N2C(=O)CN(Cc3ccc(C)cc3)C(=O)[C@@]12C
[29] CC(=O)N1CCC2(CC1)C/C(=N\NC(=S)Nc1ccccc1F)c1cc(O)ccc1O2
[30] COc1ccc(CN2CCC(CO)(CCOc3ccccc3)CC2)c(OC)c1C
[31] CCC(=O)OC1(C#CCOc2ccc(OC)cc2)CCN(C)CC1
[32] C#CCOC(=O)Nc1cnccc1C(F)(F)F

entry no.	25	26	27	28	29	30	31	32
SR-BI DiI-HDL act	-10	-20	21	-7	-52	-41	-4	-7
Rtt109 HAT inh	12	2	-3	2	-1	-12	1	-1
Wnt act	19	-1	-1	-3	3	-9	-5	3
MITF TRPM1 HTS	5	-13	x	-10	22	11	-8	-4
PvdQ acylase	2	-7	-8	9	13	-1	1	-20
CDK5 p35 inh	-0.2	-1.2	1.3	0.3	-0.2	-1.0	2.0	-0.3
cardiac RTF act	-2	1	-7	-6	-8	-3	-5	0
HTR5A ag	-3	-3	3	-5	0	-1	6	1
SR-BI HDL uptake	10	20	-21	7	52	41	4	7
dFosB activator	-13	-15	1	-5	-7	3	2	-1

[33] CC(C)(C)NC(=O)COC(=O)c1ccccc1OCC(=O)Nc1ccc(Br)cc1
[34] O=C(C1=C(O)C(=O)N(Cc2ccccc2)C1c1ccncc1)c1ccco1 (stereo unspecified)
[35] COc1cccc(NC(=O)CN(C)C(=O)c2cccnc2Nc2cccc(C(F)(F)F)c2)c1
[36] COc1cccc(N2C(=NC(=O)c3ccccc3)SC3CS(=O)(=O)CC32)c1 (stereo unspecified)
[37] COc1ccccc1CN1CC(C(=O)N2CCC(OC)CC2)CCC1=O (stereo unspecified)
[38] O=C(NCC1CCCO1)c1cccnc1NCc1ccc(F)cc1 (stereo unspecified)
[39] CC1CCC/C(=N\NC(=O)Nc2ccccc2)C1 (stereo unspecified)
[40] COc1cn(-c2ccccc2)nc1C(=O)OCC(=O)Nc1ccc(C)c(C)c1

entry no.	33	34	35	36	37	38	39	40
SR-BI DiI-HDL act	-42	-3	-13	x	4	-2	-5	19
Rtt109 HAT inh	-1	1	12	1	-1	15	3	-10
Wnt act	10	x	x	0	0	4	1	3
MITF TRPM1 HTS	38	-3	-24	-1	1	5	3	5
PvdQ acylase	-6	2	7	-3	-25	-3	-14	-6
CDK5 p35 inh	-0.4	-0.1	0.0	-0.1	0.9	-0.3	0.4	0.1
cardiac RTF act	0	-6	-7	-3	5	3	-3	-1
HTR5A ag	2	3	6	1	4	0	-1	2
SR-BI HDL uptake	42	3	13	x	-4	2	5	-19
dFosB activator	2	4	4	5	5	-3	-9	-5

[41] CCOCCCNC(=O)C1(O)c2cc(Br)ccc2NC(=O)N1c1ccc(C)c(C)c1 (stereo unspecified)
[42] CC(Nc1ccc(Br)cc1)C(=O)Nc1cccc(S(=O)(=O)N2CCOCC2)c1 (stereo unspecified)
[43] COc1ccc(CCNC(=O)CCC(=O)N2CCOc3ccc(C)cc32)cc1OC
[44] Cc1ccc(C(=O)OCC(=O)N2c3ccccc3NC(=O)C2(C)C)cc1S(=O)(=O)N1CCCCC1
[45] Cc1ccc(S(=O)(=O)N2CCOCC2)cc1NC(=O)COC(=O)CNC(=O)c1ccc(Cl)cc1Cl
[46] Cc1cc(C)n2nc(N)c(N=Nc3cccc(Cl)c3)c2n1
[47] Cc1cc(C)nc(NC(=NCCc2c[nH]c3ccccc23)NC(=O)Nc2ccccc2)n1

entry no.	41	42	43	44	45	46	47
SR-BI DiI-HDL act	4	3	-11	-84	-7	25	-54
Rtt109 HAT inh	-3	4	8	2	0	1	-5
Wnt act	0	-2	0	-3	5	-2	x
MITF TRPM1 HTS	-2	-9	x	-1	11	21	8
PvdQ acylase	-3	5	10	-10	-7	-9	-11
CDK5 p35 inh	0.3	-0.3	1.0	1.8	-1.2	0.8	-1.3
cardiac RTF act	2	-6	-6	-1	-1	-1	-2
HTR5A ag	-3	4	2	0	-6	4	4
SR-BI HDL uptake	-4	-3	11	84*	7	-25	54
dFosB activator	0	-7	-2	-2	-6	-5	-6

# Filtered by structure, those above with a furan ring, fused or not (three)
[9] O=C(CSc1nn(-c2ccc(F)cc2)c(=S)s1)NC(=O)NCc1ccco1
[23] COc1ccc2oc(-c3ccccc3)c(C(N)=O)c2c1
[34] O=C(C1=C(O)C(=O)N(Cc2ccccc2)C1c1ccncc1)c1ccco1 (stereo unspecified)

entry no.	9	23	34
SR-BI DiI-HDL act	-14	-8	-3
Rtt109 HAT inh	13	-7	1
Wnt act	x	12	x
MITF TRPM1 HTS	9	x	-3
PvdQ acylase	4	-9	2
CDK5 p35 inh	-1.1	-1.1	-0.1
cardiac RTF act	7	0	-6
HTR5A ag	1	-2	3
SR-BI HDL uptake	14	8	3
dFosB activator	-2	-7	4

# Screening data: PubChem BioAssay, several laboratories

# This is a random part of the collection. Share with any hit: about 4.4%.
